Compound activity from PubChem.
Epigenetic reg: derepresses silenced GFP reporter in murine cells. murine LDR cells, GFP reporter derepression, 30 h. Potency, µM (titrated, usually from 53.9 µM), without a hit: at the highest dose GFP activation, hits mostly activators. 280,000 tested, 0.2% active. AID 1865; active = well fitted activation curve with a large enough effect; inconclusive = small, poorly fitted or top-dose-only effect; also: % of control where 0% means no effect; nearly all actives have a fitted effect of over 60% in size
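In this reporter-derepression format, murine cells bearing a silenced integrated CMV-GFP locus incubate with test compound (30 h, 37 C), then are washed and imaged; fluorescent objects of 20–120 um count as induced cells.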
An asterisk follows results filed as active. Potency is read from the fitted curve at half-maximal effect.

Results for O=C(OCC1CCCO1)c1ccc2c(c1)N(Cc1ccccc1F)C(=O)c1ccccc1S2(=O)=O (centres undefined) ?
Epigenetic reg: -1.5%

Results for CCC1CN(C(=O)N2CCC(C(=O)NCc3ccccc3F)CC2)c2ccccc2O1 (centres undefined) ?
Epigenetic reg: 0.0%

How did C#CC(C)(CC)NC(=O)Cn1nnc(-c2ccc(OCc3ccccc3F)cc2)n1 (centres undefined) do in these assays?
Epigenetic reg: 2.2%

How did Cc1ccc2c(CNC3CCCCC3)c(C(=O)O)n(Cc3ccc(F)cc3)c2c1 do in these assays?
Epigenetic reg: 4.6%

Results for CCCN(CCC)CCCNC(=O)C1CCCN(Cc2nc(-c3ccc(Cl)cc3)oc2C)C1 (centres undefined) ?
Epigenetic reg: 1.1%

What do the screens show for `CCc1ccc(CN(Cc2ccco2)C(=O)c2ccc(OC)cc2)cc1`?
Epigenetic reg: -2.0%

What do the screens show for `COc1ccccc1CCNc1ncnc2c1nnn2C`?
Epigenetic reg: 0.7%

Results for COc1ccc(OC)c(NC(=O)CCn2cccn2)c1 ?
Epigenetic reg: 2.3%

Results for CCN(CC)S(=O)(=O)c1ccc2c(c1)nc(CN(C)C(=O)Nc1cccc(Cl)c1)n2C ?
Epigenetic reg: 13%

How did Cc1ccc(C)c(N2CCN(CCCNC(=O)Cn3c(-c4cccs4)cc4ccccc43)CC2)c1 do in these assays?
Epigenetic reg: -1.2%

How did CC(=O)c1ccc(NC(=O)c2ccc(-c3ccc(Cl)cc3)o2)cc1 do in these assays?
Epigenetic reg: -0.8%

What do the screens show for `O=c1cc(-c2ccccc2)n2c(SCc3ccc([N+](=O)[O-])cc3)nnc2[nH]1`?
Epigenetic reg: -2.8%

How did Cc1c2cnn(CC(=O)N3CCN(c4ccccc4)CC3)c(=O)c2c(C)n1Cc1ccc(F)cc1 do in these assays?
Epigenetic reg: -2.4%

What do the screens show for `CCOC(=O)c1cccc(NC(=O)C2CCCN(S(=O)(=O)c3cc(Br)cc4c3N(C(=O)CC)CC4)C2)c1` (centres undefined)?
Epigenetic reg: -1.8%

Results for CCOc1ccc(-n2nc3ccc(NC(=O)Cc4ccccc4)cc3n2)cc1 ?
Epigenetic reg: -1.6%

Results for Cc1ccc(OCC(=O)Nc2cc(-c3cccc(C)c3)nn2-c2ccccc2)cc1 ?
Epigenetic reg: -2.1%

What do the screens show for `CCCS(=O)(=O)N1CCC(N2CCN(Cc3ccc(F)cc3)C(=O)C2=O)CC1`?
Epigenetic reg: 0.4%

How did COc1cc(OC)c(NC(=O)Cn2cnc3sc(C)c(S(=O)(=O)N4CCN(C)CC4)c3c2=O)cc1Cl do in these assays?
Epigenetic reg: 2.8%

What do the screens show for `CC(=O)c1ccc(NC(=O)CSc2nnc(-c3ccncc3)n2-c2ccccc2)cc1`?
Epigenetic reg: 1.1%

What do the screens show for `CC(=O)Nc1ccc2nc(SCc3ccccc3)sc2c1`?
Epigenetic reg: -1.6%

How did O=C(Nc1cc(Cl)ccc1Cl)c1cc(S(=O)(=O)NCCc2ccccc2)ccc1F do in these assays?
Epigenetic reg: 0.5%

Results for O=C(CSc1ncc2c(n1)-c1cc(Cl)ccc1N(Cc1ccccc1)S2(=O)=O)NCc1ccccc1 ?
Epigenetic reg: 1.9%

What do the screens show for `Cc1ccc(-n2cnc3cc(C(=O)NCCC4=CCCCC4)ccc32)c(C)c1`?
Epigenetic reg: 1.2%

What do the screens show for `O=C(NCCCc1nc2ccccc2n1Cc1ccc(F)cc1)C1CCCCC1`?
Epigenetic reg: -3.2%

Results for Cc1ccc(C)c(Cn2c(=O)n(-c3ccc(Cl)cc3)c(=O)c3c4c(sc32)CCC4)c1 ?
Epigenetic reg: 0.2%

How did CCCNC(=O)C1CCC(Cn2c(=O)c3sccc3n(CC(=O)N(CC)CC)c2=O)CC1 (centres undefined) do in these assays?
Epigenetic reg: 0.0%

How did Cc1ccc(C(=O)Nc2ccc(C(=O)OCc3cc(=O)n4c5c(sc4n3)CCCC5)cc2)cc1 do in these assays?
Epigenetic reg: -0.9%

What do the screens show for `Cc1cc(C)c2c(NC(=O)c3ccccc3)c(C(=O)Nc3ccc(F)cc3)sc2n1`?
Epigenetic reg: 0.0%

What do the screens show for `CCc1cccc(NC(=O)c2cc3c(=O)n(Cc4ccc(OC)cc4)ccc3nc2C)c1`?
Epigenetic reg: 1.1%

Results for Cc1cc(=O)n(C(C)C(=O)NCc2ccccc2Cl)c2c1c(C)nn2-c1ccccc1 (centres undefined) ?
Epigenetic reg: 8.8%

Results for Cc1ccc(C)c(CN2C(=O)c3ccccc3S(=O)(=O)c3ccc(C(=O)N4CCN(c5ccccc5)CC4)cc32)c1 ?
Epigenetic reg: -1.1%

Results for COc1cccc(CNC(=O)C(=O)NCC(c2ccco2)S(=O)(=O)c2cccs2)c1 (centres undefined) ?
Epigenetic reg: 3.5%

What do the screens show for `O=C(NCC(c1ccc2c(c1)OCO2)N1CCOCC1)c1ccc(F)cc1` (centres undefined)?
Epigenetic reg: 2.8%

What do the screens show for `Cc1ccc(-c2nn3c(=O)cc(CN4CCN(C(=O)c5ccc(C(C)(C)C)cc5)CC4)nc3s2)cc1`?
Epigenetic reg: -2.1%

What do the screens show for `O=C(COc1ccc(Cl)cc1)Nc1ccc(-c2nc3cc(Cl)ccc3o2)c(O)c1`?
Epigenetic reg: -0.8%

What do the screens show for `COc1cc(NC(=O)CSc2nccn2C)cc(OC)c1OC`?
Epigenetic reg: -1.1%

What do the screens show for `Cc1cc(C)cc(OCC(=O)Nc2ccc(-c3nc4ccccc4o3)cc2)c1`?
Epigenetic reg: inconclusive

Results for O=C(CCn1c(=O)c2cccn2c2cccnc21)NCc1ccccc1Cl ?
Epigenetic reg: 2.7%

What do the screens show for `Cc1ccc2c(c1)-c1c(cnn1CC(=O)N1CCN(c3cc(C)ccc3C)CC1)CO2`?
Epigenetic reg: 1.1%

Results for COc1ccc(-c2noc(CNS(=O)(=O)c3ccc(Br)cc3)n2)cc1OC ?
Epigenetic reg: -3.3%

Three entries out of the list, sorted by heavy-atom count, lowest first.
What do the screens show for `Cc1ccc(-n2cnc3cc(C(=O)NCCC4=CCCCC4)ccc32)c(C)c1`?
Epigenetic reg: 1.2%

What do the screens show for `O=C(COc1ccc(Cl)cc1)Nc1ccc(-c2nc3cc(Cl)ccc3o2)c(O)c1`?
Epigenetic reg: -0.8%

What do the screens show for `Cc1cc(C)c2c(NC(=O)c3ccccc3)c(C(=O)Nc3ccc(F)cc3)sc2n1`?
Epigenetic reg: 0.0%

Gathered by group: those above containing an aryl methoxy group
What do the screens show for `CCc1ccc(CN(Cc2ccco2)C(=O)c2ccc(OC)cc2)cc1`?
Epigenetic reg: -2.0%

What do the screens show for `COc1ccccc1CCNc1ncnc2c1nnn2C`?
Epigenetic reg: 0.7%

Results for COc1ccc(OC)c(NC(=O)CCn2cccn2)c1 ?
Epigenetic reg: 2.3%

How did COc1cc(OC)c(NC(=O)Cn2cnc3sc(C)c(S(=O)(=O)N4CCN(C)CC4)c3c2=O)cc1Cl do in these assays?
Epigenetic reg: 2.8%

What do the screens show for `CCc1cccc(NC(=O)c2cc3c(=O)n(Cc4ccc(OC)cc4)ccc3nc2C)c1`?
Epigenetic reg: 1.1%

Results for COc1cccc(CNC(=O)C(=O)NCC(c2ccco2)S(=O)(=O)c2cccs2)c1 (centres undefined) ?
Epigenetic reg: 3.5%

What do the screens show for `COc1cc(NC(=O)CSc2nccn2C)cc(OC)c1OC`?
Epigenetic reg: -1.1%

Results for COc1ccc(-c2noc(CNS(=O)(=O)c3ccc(Br)cc3)n2)cc1OC ?
Epigenetic reg: -3.3%

Other entries
Results for Cn1c(=O)cc(SCC(=O)NCc2ccc(F)cc2)c2ccc(Cl)cc21 ?
Epigenetic reg: 3.0%

What do the screens show for `Cc1cccc(C(=O)Nc2nc(-c3nnn(-c4cc(F)ccc4F)c3C)ns2)c1`?
Epigenetic reg: -7.9%

How did CCc1ccc(OCC(=O)Nc2ccc3oc(-c4ccc(OC)cc4)nc3c2)cc1 do in these assays?
Epigenetic reg: -0.4%

How did COc1ccc(-c2cn3c(n2)sc2cc(C(=O)Nc4cc(OC)cc(OC)c4)ccc23)cc1 do in these assays?
Epigenetic reg: 7.0%

Results for c1ccc(-n2ncc3c(NC4CCCC4)ncnc32)cc1 ?
Epigenetic reg: 0.5%

What do the screens show for `Cc1cccc2sc(N(CCCN(C)C)C(=O)COc3ccccc3)nc12`?
Epigenetic reg: 1.8%

How did CCC(=O)N1CCc2cc(Br)cc(S(=O)(=O)NCCc3ccccc3Cl)c21 do in these assays?
Epigenetic reg: 0.3%

Results for O=S(=O)(c1ccc(Cl)cc1)c1nnn2c1nc(N1CCCCC1)c1sccc12 ?
Epigenetic reg: 9.9%

Results for O=C(Cn1ncc2c3ccccc3n(Cc3ccccc3F)c2c1=O)NCCc1ccc(Cl)cc1 ?
Epigenetic reg: -0.9%

What do the screens show for `CCCCOc1ccc(-c2nonc2NC(=O)c2ccco2)cc1`?
Epigenetic reg: 0.0%

How did Cn1c(NCc2ccccc2F)nc2ccccc21 do in these assays?
Epigenetic reg: -2.5%

Results for C=CCc1ccccc1OCc1nc2ccc(C)cc2[nH]1 ?
Epigenetic reg: -1.6%

Results for CCc1ccc2oc(-c3cc(NC(=O)c4cccnc4)cc(C)c3O)nc2c1 ?
Epigenetic reg: 1.1%

Results for O=C(COc1ccccc1)N(Cc1cccnc1)c1nc2c(F)cccc2s1 ?
Epigenetic reg: 1.2%

Results for Cn1c(SCC(=O)N2CCCc3ccccc32)ncc(C(=O)Nc2ccc(F)cc2)c1=O ?
Epigenetic reg: inconclusive

Results for CCOC(=O)c1cccc(NS(=O)(=O)c2c(C)nc3sc(C)cn3c2=O)c1 ?
Epigenetic reg: -2.1%

What do the screens show for `CCOC(=O)c1cnc2ccc(OCC)cc2c1N1CCN(c2cccc(Cl)c2)CC1`?
Epigenetic reg: -1.1%

What do the screens show for `O=C(COc1ccc(Cl)cc1)OCc1cc(=O)n2nc(C3CC3)sc2n1`?
Epigenetic reg: 2.5%

How did CC(=O)c1c(C)oc2c1cc(NS(=O)(=O)c1ccc(C(C)(C)C)cc1)c1ccccc12 do in these assays?
Epigenetic reg: -0.8%

Results for Cc1cc2c(n1-c1ccc(C(=O)NCCc3ccc(Cl)cc3)cc1)CCC(C)C2 (centres undefined) ?
Epigenetic reg: 11%

What do the screens show for `Cc1ccc(OCC(=O)Nc2ccc(OCc3cc(=O)n4c(C)csc4n3)cc2)cc1C`?
Epigenetic reg: -0.5%

How did Cc1ccc(NC(=O)c2oc3ccc(S(=O)(=O)N(C)C4CCCCC4)cc3c2C)cc1Cl do in these assays?
Epigenetic reg: 0.6%

What do the screens show for `COc1ccc(-c2cn3nc(N4CCC(C(=O)Nc5cc(Cl)ccc5OC)CC4)sc3n2)cc1`?
Epigenetic reg: -1.2%

How did Cc1ccc2oc3c(c(=O)c2c1)C(c1ccc(O)cc1)N(Cc1ccc2c(c1)OCO2)C3=O (centres undefined) do in these assays?
Epigenetic reg: 4.7%

How did COc1ccc(CCNC(=O)C(C)n2c(=O)cc(C(F)(F)F)c3c(C)nn(C)c32)cc1OC (centres undefined) do in these assays?
Epigenetic reg: 0.8%

Results for Cc1nnc2c3ccccc3nc(N3CCN(c4cccc(Cl)c4)CC3)n12 ?
Epigenetic reg: -2.8%

Results for CCCCn1c(=NC(=O)c2cc3ccccc3o2)c(C(=O)OCC)cc2c(=O)n3ccccc3nc21 ?
Epigenetic reg: 4.8%

How did O=C(Cc1ccc(Cl)cc1)NCC(c1cccs1)S(=O)(=O)c1ccccc1 (centres undefined) do in these assays?
Epigenetic reg: 1.4%

What do the screens show for `Cc1cccc(C)c1NC(=O)CSc1nccn1C`?
Epigenetic reg: 0.0%

What do the screens show for `CN(C(=O)Cn1cc(S(=O)(=O)N2CCN(c3ccccc3F)CC2)c2ccccc2c1=O)c1ccc(Cl)cc1`?
Epigenetic reg: 0.1%

How did O=C(CC1N=C2c3ccccc3N=C(SCc3ccccc3F)N2C1=O)NCc1cccs1 (centres undefined) do in these assays?
Epigenetic reg: 2.1%

How did COc1ccccc1CNC(=O)CSc1ncc(S(=O)(=O)c2ccc(C)c(Cl)c2)c(=O)[nH]1 do in these assays?
Epigenetic reg: 0.0%

Results for CCc1cccc(NC(=O)CN2c3ccccc3S(=O)(=O)c3ccccc32)c1 ?
Epigenetic reg: 0.0%

How did Cc1ccc(/C=C/c2onc(C)c2S(=O)(=O)N2CCC(C(=O)NCc3ccc(Cl)cc3)CC2)cc1 do in these assays?
Epigenetic reg: 0.8%

How did COC(=O)C1=C(C)NC(=O)NC1c1cn(-c2ccccc2)nc1-c1ccc(OC)c(Br)c1 (centres undefined) do in these assays?
Epigenetic reg: 0.4%

How did COc1ccc(NC(=O)c2c(NCc3cccs3)sc3c2CCCCC3)c(OC)c1 do in these assays?
Epigenetic reg: 1.1%

Results for COc1ccc(CCNC(=O)CCCn2c(=O)c3ccccc3n(Cc3ccccc3C#N)c2=O)cc1OC ?
Epigenetic reg: 0.8%

What do the screens show for `CCOC(=O)c1ccc(N2C(=O)c3n[nH]c(-c4cccs4)c3C2c2ccc(OCC)cc2)cc1` (centres undefined)?
Epigenetic reg: 1.1%

Results for CCCCN(CC)C(=O)C1CCCN(c2ncnc3onc(C)c23)C1 (centres undefined) ?
Epigenetic reg: -1.3%

Results for O=C(CC1N=C2c3ccccc3N=C(SCC(=O)Nc3ccc(F)cc3)N2C1=O)NCc1ccco1 (centres undefined) ?
Epigenetic reg: -0.5%

What do the screens show for `CCCCN(CCCC)C1=C(C(=O)c2ccccc2)N(CC)S(=O)(=O)c2ccccc21`?
Epigenetic reg: -0.8%

What do the screens show for `Cc1cc(C)cc(NS(=O)(=O)c2ccc(-c3cc(C)no3)s2)c1`?
Epigenetic reg: -0.8%

How did CCOC(=O)c1c(S(=O)(=O)N2CCCC(C(=O)Nc3ccc(OCC)cc3)C2)c(C)n(C)c1C (centres undefined) do in these assays?
Epigenetic reg: 0.0%

Some of the compounds tested, so the mix of outcomes need not match the whole.
